# Compound activity as filed in PubChem BioAssay.
# Pf Dd2 growth = qHTS Primary assay for Inhibitors of Plasmodium falciparum Dd2 growth in vitro; 120,000 tested, 4.3% active; P. falciparum Dd2 growth, SYBR Green, 72 h; Potency, µM (highest dose often 28.9 µM), for the others: at the top dose activity, negative = inhibition, hits mostly inhibitors; active = well fitted inhibition curve with a large enough effect; inconclusive = small, poorly fitted or top-dose-only effect; inactive = no such curve, though single readings can be large or run the other way;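 also: plate controls were DMSO vehicle for no effect and reference drug for full effect; nearly all actives have a fitted effect of over 65% in size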
#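 Readout: SYBR Green fluorescence, 485 nm excitation, 535 nm emission, after ~16 h lysis at 37C. Before that, Dd2-infected red cells (2.5% hematocrit) grew 72 h with compound, 29 uM top final concentration.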
# * marks the source's active call; other numbers are inactive results; i = inactive; ? = inconclusive; [ ] = dose if it differs, or a comment. Potency is read from the fitted curve at half-maximal effect. Not all compounds are listed; rates above refer to the full screens.
SMILES,Pf Dd2 growth
CCOC(=O)c1c(C)oc2nc(C)nc(N(C)Cc3ccccc3)c12,13µM*
COc1ccc(C2Cn3nnc(C(=O)N4CCN(C(=O)Cc5ccccc5C)CC4)c3CO2)cc1 (stereo not drawn),?
COc1ccc(C(=O)NC2CCN(C(=O)c3cc4c(=O)[nH]c(C)cn4n3)CC2)c(C)c1,-20%
CC(=O)c1ccc(Oc2ncnc3c2oc2ccccc23)cc1,-12%
COC(=O)c1ccc2nc(CO[C@H]3CN(C4CCOCC4)C[C@H]3F)[nH]c2c1,-7%[44.1 µM]
CCOc1ccc(CC(=O)NC2CCCN(c3cc(-c4ccc(F)cc4)[nH]n3)C2)cc1OCC (stereo not drawn),i
O=C(Nc1ccccc1)N1CCC2(CC1)SCC(=O)N2c1ccc(Cl)cc1,i
Cc1cccc(C(=O)N2CCC3(CC2)OCC(C(=O)NCC(C)C)N3C(=O)c2cccc(C)c2)c1 (stereo not drawn),i
CC(=O)N1CCCc2cc(S(=O)(=O)N3CCC(C(=O)NC4CCC(C)CC4)CC3)ccc21 (stereo not drawn),?
Cc1oc2ncn(C)c(=O)c2c1C(=O)Nc1ccccn1,33%[activator]
CC(=O)N1CCN(Cc2nc3c(n2Cc2ccccc2)C(=O)N(Cc2cccc(Cl)c2)CCN3)CC1,-14%
Cc1nc(C)c(C(=O)N2CC[C@H](N3CCN(C)CC3)[C@H](CCC(=O)O)C2)o1,11%
COc1cccc(CC(=O)NCc2cc(N3CCOCC3)ncn2)c1,2%
O=C(Nc1cccnc1)c1ccnc(-c2nnc3ccc(N4CCOCC4)nn23)c1,-24%[44.1 µM]
Cc1ccc(C)c(NC(=O)CSc2nc(=O)n(CCN3CCOCC3)c3c2CCC3)c1,10%

# Molecules above that have sulfur, in the order listed:
SMILES,Pf Dd2 growth
O=C(Nc1ccccc1)N1CCC2(CC1)SCC(=O)N2c1ccc(Cl)cc1,i
CC(=O)N1CCCc2cc(S(=O)(=O)N3CCC(C(=O)NC4CCC(C)CC4)CC3)ccc21 (stereo not drawn),?
Cc1ccc(C)c(NC(=O)CSc2nc(=O)n(CCN3CCOCC3)c3c2CCC3)c1,10%

# Carrying on:
SMILES,Pf Dd2 growth
CN(C(=O)CSc1nc2ccccc2n1CC(=O)N(C)C1CCCCC1)c1ccccc1,i
Cc1cc(C)n(CCC(=O)N2C[C@@H](CO)[C@H](c3nc(C)no3)C2)n1,21%
O=C(NCc1ccc(Cl)cc1)c1ccc2c(c1)N(Cc1ccccc1F)C(=O)c1ccccc1S2=O (stereo not drawn),-2%
Cc1ccccc1CC(=O)N1CCC2(CC1)N(c1ccccc1)C(=O)CS2(=O)=O,?
CCNC(=O)NC[C@H]1Cn2c(-c3cccc(Cl)c3)cnc2CO1,?
O=C1COc2ccc(-c3ccc(Cl)cc3)nc2CN1Cc1ccccc1,?
O=C(Cc1noc2ccccc12)N[C@@H]1COCC[C@@H]1OCc1ccccn1,15%
CC(c1ccon1)N(C)C(=O)c1cccc(CC2CCNCC2)c1 (stereo not drawn),11%
Cc1ccc(CN2C(=O)C3(SCC(=O)N3c3ccc(C)c(C)c3)c3ccccc32)cc1 (stereo not drawn),?
Cc1ccc(NC(=O)c2c(C)oc3ccc(O)c(CN4CCCCCC4)c23)cc1,0.63µM*
Cc1cc(OCCN2CCOCC2)c(C)c2c1CC[C@@H]([C@H](C)C(=O)N1CCOCC1)C2,i
CCC1Oc2ccc(NC(=O)Cc3ccccc3)cc2CN(Cc2cccc(OC)c2)C1=O (stereo not drawn),-18%
CCC(Cn1nnc2ccccc2c1=O)NC(=O)Nc1ccccc1OC (stereo not drawn),i
CC[C@H]1CN(S(=O)(=O)c2c(C)noc2C)CC[C@H]1CC(=O)Nc1ccccc1,0%[44.1 µM]
COc1ccc(C)cc1NC(=O)COCc1cc(-c2cccs2)on1,95%[activator]
O=C1NC(C(=O)NCc2ccc(F)cc2)Cn2cccc21 (stereo not drawn),11%
COc1cc2c(cc1OC)C(CNC(=O)c1ccco1)N(C(=O)Nc1cccc(F)c1)CC2 (stereo not drawn),i
CCn1ncc(C(=O)N[C@@H]2CN(c3ncccn3)C[C@H]2CN(C)C)c1C,46%[activator]
Cc1ccc(CNC(=O)C(C(C)C)N2Cc3ccccc3C2=O)cc1 (stereo not drawn),i
COc1ccc(C(=O)N[C@@H]2CN(Cc3cccnc3)C[C@H]2CN(C)C)c(OC)c1,-14%
CCN1CCN(CCN2CC3(CCN(C4CCOCC4)CC3)OC2=O)CC1,0%
O=C(NCC1CC1)c1cccc(OC2CN(Cc3cccc(F)c3F)C2)c1,-21%
COc1ccccc1N1CCN([C@H]2[C@@H]3OC[C@@H](O3)[C@@H](NC(=O)NC3CCCCC3)[C@@H]2O)CC1,-16%
O=C(COc1ccccc1)NC[C@H]1O[C@H](Cc2cc(CN3CCNCC3)on2)CC[C@@H]1O,8%
COc1ccc(OC)c(NC(=O)CC2CCOCC2)c1,39%[activator]
CC1=C[C@@H](CNC(=O)Nc2ccccc2)[C@H](C(C)C)C[C@H]1CC(=O)NCc1cccnc1,i
CCC1CN(Cc2nc(-c3ccc(OC)cc3F)oc2C)CCN1C(C)C (stereo not drawn),?
O=C1NCCCCCCN(C(=O)Nc2ccccc2)[C@H]2CCCC[C@@H]12,7%
Cc1cc(C)cc(C(=O)N2CCCC3(C2)NC(=O)N(Cc2cccc(Cl)c2)C3=O)c1 (stereo not drawn),2%
CC(=O)NCC(c1ccc2c(c1)OCO2)N1CCN(c2ccccc2)CC1 (stereo not drawn),-2%
CCN(CC)Cc1cccc(NS(=O)(=O)NCc2ccccc2)c1,?
COc1ccc(C[C@H](NC(=O)C2=C[C@@H](NS(=O)(=O)c3cccc(C(F)(F)F)c3)[C@@H](O)[C@H](O)C2)C(N)=O)cc1,i
CN(Cc1cccc(C(F)(F)F)c1)Cc1ccccc1OCC(=O)O,?
Cc1ccc2c(c1)N1C(=O)OC[C@@H]1CCN(C(=O)Nc1ccccc1)C2,-6%[44.1 µM]
CNC(=O)c1cc[nH]c1C1CCCN(C(=O)c2ccc(C)[nH]c2=O)C1 (stereo not drawn),2%
COc1ccc2[nH]c(CN3CCC(CCC(=O)NCc4ccc(F)cc4)CC3)c(C)c2c1,-6%
Cc1ccc(NC(=O)N[C@@H]2C=C(C(=O)N[C@H](CC(C)C)C(N)=O)C[C@@H](O)[C@@H]2O)cc1,-32%[44.1 µM]
COC(=O)c1ccc(NC(=O)CCc2c(C)nn(-c3ccc(N4CCOCC4)nn3)c2C)cc1,?
COc1ccc(C(=O)N2C[C@@H]3C[C@H](C2)c2ccc(NS(=O)(=O)c4cccc(F)c4)c(=O)n2C3)cc1,i
COc1ccc(CCNC(=O)CN(c2cc(C(F)(F)F)ccc2Cl)S(C)(=O)=O)cc1,5%
N#Cc1cccc(-c2ccnc(N[C@H]3CO[C@H]4[C@@H]3OC[C@H]4OC(=O)Nc3cccc(C(F)(F)F)c3)n2)c1,i
Cc1n[nH]c(C)c1C(N)C(=O)N1CCN(Cc2ccccc2C#N)CC1 (stereo not drawn),10%
COc1ccc(CNC(=O)c2cc3c(=O)[nH]c4ccc(C)cc4c3s2)c(OC)c1,3%
COc1ccc(NC(=O)Cn2c(C)c3cnn(-c4ccccc4)c(=O)c3c2C)c(OC)c1,5%
CN(CC1CCOCC1)C(=O)CCCc1ccccc1,-5%

# Ordered by molar mass (rising): part of the list above.
SMILES,Pf Dd2 growth
CNC(=O)c1cc[nH]c1C1CCCN(C(=O)c2ccc(C)[nH]c2=O)C1 (stereo not drawn),2%
Cc1ccc2c(c1)N1C(=O)OC[C@@H]1CCN(C(=O)Nc1ccccc1)C2,-6%[44.1 µM]
Cc1n[nH]c(C)c1C(N)C(=O)N1CCN(Cc2ccccc2C#N)CC1 (stereo not drawn),10%
Cc1ccc(NC(=O)N[C@@H]2C=C(C(=O)N[C@H](CC(C)C)C(N)=O)C[C@@H](O)[C@@H]2O)cc1,-32%[44.1 µM]
COc1ccc(CCNC(=O)CN(c2cc(C(F)(F)F)ccc2Cl)S(C)(=O)=O)cc1,5%
N#Cc1cccc(-c2ccnc(N[C@H]3CO[C@H]4[C@@H]3OC[C@H]4OC(=O)Nc3cccc(C(F)(F)F)c3)n2)c1,i

# Additional structures follow.
SMILES,Pf Dd2 growth
Cc1cccc(NC(=O)N2CCC(CCNC(=O)c3cc(F)ccc3F)CC2)c1,-12%
COc1cccc(NC(=O)c2oc3ccc(S(=O)(=O)N4CCOCC4)cc3c2C)c1,?
CCN1C(=O)C2CC3(CCN(C(=O)c4ccn[nH]4)CC3)CN2C1=O (stereo not drawn),18%
CSc1cccc(NC(=O)N[C@H]2C[C@@H](C(=O)N[C@@H](CCCNC(=O)CC(C)(C)C)C(N)=O)N(C(=O)CC(C)(C)C)C2)c1,?
Cc1cc(C(=O)N2CCCN(Cc3ccncc3)C(c3ccccc3)CC(=O)NCC2)nn1C (stereo not drawn),?
Fc1ccc(-c2nc(CC3CCNC3)no2)cc1 (stereo not drawn),?
COc1ccc(C2Cn3nnc(C(=O)N4CCC(C(=O)NC(C)c5ccccc5)CC4)c3CO2)cc1 (stereo not drawn),-22%
Nc1nnc(SCC(=O)Nc2ccccc2C(F)(F)F)s1,13%
CCOC(=O)CN(Cc1ccccc1)C(C(=O)NC1CCCCC1)c1ccccc1 (stereo not drawn),-19%
Cc1ccc(C)c(NC(=O)CSc2ncc3c(n2)-c2cc(Cl)ccc2N(Cc2ccccc2F)S3(=O)=O)c1,-16%
COc1ccc(CCC(=O)N2[C@H]3CC[C@@H]2c2cnc(-c4ccc(F)cc4)nc2C3)cc1,?
O[C@H]1[C@H](n2cc(-c3cccc(F)c3)nn2)c2ccccc2C12CCNCC2,-10%
COc1ccc(-c2cc(C(=O)N3CCOCC3)c3c(C)nn(-c4ccccc4)c3n2)cc1,?
Cn1cc(CN[C@H]2[C@H](O)[C@H](O)C[C@@H]2c2ccc(N3CCOCC3)nc2)cn1,34%[activator][44.1 µM]
CCOC(=O)c1c(C)n(-c2ccccc2)c2ccc(OC(=O)COc3ccc(Cl)cc3)cc12,64%[activator]
CCNC(=O)N(C1CC1)C1CCOC2(CCN(C(=O)c3cnc(C)cn3)CC2)C1 (stereo not drawn),30%
Cn1nc(C2CCN(C(=O)CCC3CCCC3)CC2)c2c1CCOC2,i[5.79 µM]
O=C(Cn1c(-c2cccs2)cc2ccccc21)N1CCN(c2ccc(Cl)cc2)CC1,8%
CC(=O)Nc1cccc2nc(CN3CCN(C(C)C)C(CCO)C3)ccc12 (stereo not drawn),-16%
Cc1ccc(C(C(=O)N2CCC(Cc3noc(C)n3)CC2)N(C)C)cc1 (stereo not drawn),-23%
Cc1ccc(NC(=O)Cn2c(C)cc3nc4n(c(=O)c32)CCCCC4)cc1Cl,i
CN(Cc1ccccc1)Cc1cc(C[C@@H]2C[C@H](NC(=O)C3CCC3)C2(C)C)no1,?
COc1ccc(-c2noc([C@@H](C)NC(=O)C3CCOCC3)c2C(=O)O)cc1,11%[44.1 µM]
COc1ccc(NC(=O)Cn2c(=O)n(-c3ccc(F)cc3)c(=O)c3c2cc(C)n3C)c(OC)c1,-19%
O=c1n(-c2ccc(Cl)cc2)nc2n1CCN(Cc1ccsc1)C2,?
O=C(COc1ccc(-c2nnc3n2CCCC3)cc1)N1CCN(c2ccc(F)cc2)CC1,3.2µM*
Cc1noc2c(NCCN3CCOCC3)cc(-c3cccc(C(F)(F)F)c3)nc12,i
CN(Cc1cccnc1)C(=O)[C@H]1C[C@@H](C(=O)O)N(C)[C@H]1c1cccc(F)c1F,1%
Cc1ccc(-c2ccc3nnc(CNC(=O)c4ccco4)n3n2)cc1C,8%
COc1cccc(N2CC(NC(=O)C3CCCCC3)CC2=O)c1 (stereo not drawn),34%[activator]

# Structural class, the compounds so far with a cyano group
SMILES,Pf Dd2 growth
N#Cc1cccc(-c2ccnc(N[C@H]3CO[C@H]4[C@@H]3OC[C@H]4OC(=O)Nc3cccc(C(F)(F)F)c3)n2)c1,i
Cc1n[nH]c(C)c1C(N)C(=O)N1CCN(Cc2ccccc2C#N)CC1 (stereo not drawn),10%

# Continued:
SMILES,Pf Dd2 growth
COc1ccccc1N1CCN(C(=O)Cn2c(=O)n3nc(-c4ccc(C)cc4)nc3c3ccccc32)CC1,34%[activator]
CC1=CCN(C(=O)C2C3C(=O)N(Cc4cccnc4)C[C@@]34C=C[C@@H]2O4)CC1 (stereo partly drawn),-8%
COc1ccc(OCC2(C)COc3ccc(C(=O)NC4CCC(O)CC4)cc3N2)cc1 (stereo not drawn),i
COc1cc(C(=O)NC2CCCN(c3ncccn3)C2)cc(OC)c1OC (stereo not drawn),-11%
CCOC(=O)c1ccccc1NC(=O)Cn1c2ncccc2c(=O)n1-c1ccccc1,i
COc1cc(NC(=O)COCc2cc(-c3ccc4c(c3)OCO4)on2)cc(OC)c1,95%[activator]
Cc1oc2c(c1C(=O)N1CCCC1)CN(Cc1cccc(F)c1)CC2,-21%
CCc1ccccc1Nc1nn2c(=O)c3ccc(C(=O)NCc4ccccc4OC)cc3nc2s1,?
CCNC(=O)N1CCCC1c1noc(CCC(=O)NC(CC)CC)n1 (stereo not drawn),i
CCOC(=O)c1ccc(NC(=O)N2Cc3[nH]cnc3C[C@H]2c2nc(C(C)C)no2)cc1,?
COc1ccc(CNc2ncnc3c2CN(C2CCCNCC2)C(=O)CN3C)cc1 (stereo not drawn),?
CCC(CC)N(CC)C(=O)CC1C(=O)NCCN1Cc1ccc(C)o1 (stereo not drawn),-4%
CCN1C(=O)C2(CCN(C(=O)NCCC(C)C)CC2)c2ccccc21,?
